UHRF1 MBD2 ctr – UHRF1 methylated DNA binding inhibitors, primary screen, counter-screen for MBD2 inhibitor project, biochemical, TR-FRET, human UHRF1, single concentration; inhibition, % at 4.4 µM; E3 ubiquitin-protein ligase UHRF1 (Homo sapiens), Q96T88; UHRF1 binding to methylated oligo; 0.75% of 370,000 active; AID 687016, 2013; in the data active = inhibition above about 21%;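 note: UHRF1 SRA domain binding a hemimethylated CpG hairpin DNA probe; 0% = median of test compound wells and 100% = reference inhibitor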
HTRA1 inhibitor – HTRA1 serine protease inhibitors, primary screen, biochemical, fluorescence polarization, HTS; recombinant HTRA1, FP-rhodamine activity-based probe; AID 504803, 2011; inhibition, % at 5.96 µM; Q92743; 0.5% of 340,000 active; in the data active = inhibition above about 36%;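 note: 0% = enzyme with DMSO and 100% = wells lacking enzyme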
rCAG RNA binder – binders of r(CAG) RNA repeats, primary screen, biochemical, fluorescence | inhibition, % at 3 µM | 1.3% of 370,000 active | r(CAG) RNA repeat, TO-PRO-1 dye displacement fluorescence | AID 651821, 2012;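 active = inhibition above the plate cutoff, the mean of all test compounds on that plate plus 3 SD, cut at about 35% in these data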;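 note: 0% = DMSO alone and 100% = 100 µM mitoxantrone as full dye displacement; higher means more dye released from RNA so lower well fluorescence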
NPR2 activator – human GC-B receptor activators, primary screen, HEK293 GC-B cells, cGMP TR-FRET, EC30 CNP | 0.11% of 370,000 active | 0% at EC30 CNP, 100% saturating CNP | AID 1920062, 2024 | activation, % at 10 µM;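 active = activation at 10 µM reaching about 35% in either raw or pattern-adjusted values, limit read from the data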
Target sequence (P20594 whole entry, looked up): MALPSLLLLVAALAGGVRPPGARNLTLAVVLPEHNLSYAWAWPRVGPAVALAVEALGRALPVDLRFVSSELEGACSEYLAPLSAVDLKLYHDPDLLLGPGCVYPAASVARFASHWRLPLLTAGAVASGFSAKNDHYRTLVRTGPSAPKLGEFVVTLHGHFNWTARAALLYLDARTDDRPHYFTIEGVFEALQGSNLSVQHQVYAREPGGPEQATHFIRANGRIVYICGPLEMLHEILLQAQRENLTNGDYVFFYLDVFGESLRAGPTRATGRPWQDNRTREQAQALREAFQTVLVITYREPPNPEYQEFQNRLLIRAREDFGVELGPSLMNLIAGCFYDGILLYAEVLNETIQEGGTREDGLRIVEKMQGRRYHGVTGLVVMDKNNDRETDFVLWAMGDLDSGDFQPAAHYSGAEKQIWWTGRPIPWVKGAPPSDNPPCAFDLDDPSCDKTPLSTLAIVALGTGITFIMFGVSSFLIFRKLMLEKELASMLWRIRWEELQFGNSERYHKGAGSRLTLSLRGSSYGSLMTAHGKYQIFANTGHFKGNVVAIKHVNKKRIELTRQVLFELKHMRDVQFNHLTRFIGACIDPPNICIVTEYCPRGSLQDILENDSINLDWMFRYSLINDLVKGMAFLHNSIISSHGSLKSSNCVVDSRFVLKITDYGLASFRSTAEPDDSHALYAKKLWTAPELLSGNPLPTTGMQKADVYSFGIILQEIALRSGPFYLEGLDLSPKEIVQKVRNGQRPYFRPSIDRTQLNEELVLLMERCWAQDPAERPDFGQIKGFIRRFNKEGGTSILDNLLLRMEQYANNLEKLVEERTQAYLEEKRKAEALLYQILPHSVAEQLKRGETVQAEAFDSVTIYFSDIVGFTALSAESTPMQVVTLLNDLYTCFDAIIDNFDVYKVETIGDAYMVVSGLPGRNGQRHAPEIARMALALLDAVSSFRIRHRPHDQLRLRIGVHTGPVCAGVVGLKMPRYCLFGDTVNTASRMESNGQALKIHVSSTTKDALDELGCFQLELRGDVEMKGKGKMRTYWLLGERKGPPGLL
SIAE primary – human SIAE inhibitors, primary screen, biochemical, fluorescence polarization, FP-Rh probe, 1536-well HTS; Sialate O-acetylesterase (Homo sapiens), Q9HAT2; SIAE FP-Rh probe binding; inhibition, % at 9.66 µM; 0.69% of 370,000 active;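 active = inhibition above a cutoff: mean of compounds within the control limits plus 3 SD of those, cut at about 17% in these data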;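 note: 0% = plate median of compound wells and 100% = probe without SIAE protein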
TCR-CD3 inh – inhibitors of human TCR-CD3 interaction, primary screen, biochemical, fluorescence, TAMRA-labeled TCR probe. T-cell receptor (TCR). inhibition, % at 9.4 µM. 0.37% of 360,000 active; in the data active = inhibition above about 19%;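 note: recombinant mutant TCR 2C K166C tagged with TAMRA read by polarization; 0% = receptor in buffer alone and 100% = receptor with positive control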
GC-A act – GC-A stimulated cGMP production enhancers – HEK293 GC-A cells, cGMP TR-FRET, EC30 ANP, primary screen | 0.14% of 370,000 active | AID 1671463, 2021 | activation, % at 10 µM | 0% at EC30 ANP, 100% saturating ANP | Atrial natriuretic peptide receptor 1 (Homo sapiens), P16066; in the data active = activation above about 40%
PRMT1 FP inh – PRMT1 methyltransferase inhibitors, primary screen, biochemical, fluorescence polarization; Protein arginine N-methyltransferase 1 (Homo sapiens), Q99873; recombinant PRMT1, activity-based probe fluorescence polarization; inhibition, % at 2.79 µM; 1.3% of 370,000 active;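 active = inhibition above about 21% made by adding two undisclosed values, limit read from the data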
ABHD4 inh – ABHD4 inhibitors, primary screen, biochemical, fluorescence polarization, mouse; inhibition, % at 8.92 µM; purified mABHD4, FP-Rh probe fluorescence polarization; 0.54% of 370,000 active;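 active = inhibition exceeding the mean over every tested compound plus 3 SD, cut at about 30% in these data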;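 note: 0% = plate median of compound wells and 100% = S159A mutant with DMSO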
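Doses – 8.92 µM, single dose · Material – wild-type mouse ABHD4 protein · Replication – single well per compound (singlicate) · Measure – percent inhibition of probe binding, normalized to plate controls · Schedule – 45 min compound pre-incubation plus 60 min probe step, 25 °C · Detection – fluorescence polarization with parallel and perpendicular emission, 525/598 nm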
MBD2 inh – inhibitors of MBD2 binding to methylated DNA, primary screen, biochemical, TR-FRET, DNA-binding domain, human; Methyl-CpG-binding domain protein 2 (Homo sapiens), Q9UBB5; MBD2 binding to methylated oligonucleotide; inhibition, % at 4.4 µM; 0.31% of 370,000 active; AID 686964, 2013; in the data active = inhibition above about 13%
The depositor's hits bear a star. Only part of the results is shown (hit frequency here may not be typical).

Results for COc1ccc(C(=O)Nc2ccc(N3CCN(Cc4ccccc4)CC3)cc2)cc1 ?
UHRF1 MBD2 ctr: -1; rCAG RNA binder: -6; NPR2 activator: -2; SIAE primary: -1; TCR-CD3 inh: 1; GC-A act: 0; PRMT1 FP inh: 2; ABHD4 inh: 1; MBD2 inh: 2

Results for Cc1nc2ccc(NS(=O)(=O)c3ccc(Br)cc3)cc2s1 ?
UHRF1 MBD2 ctr: -2; HTRA1 inhibitor: -1; rCAG RNA binder: 10; NPR2 activator: 1; SIAE primary: 0; TCR-CD3 inh: 10; GC-A act: -4; PRMT1 FP inh: 7; ABHD4 inh: -4; MBD2 inh: 2

What do the screens show for `CC(OC(=O)CCN=C1NS(=O)(=O)c2ccccc21)C(=O)NCc1ccccc1` (stereo unspecified)?
UHRF1 MBD2 ctr: 1; HTRA1 inhibitor: 2; rCAG RNA binder: 1; NPR2 activator: 1; SIAE primary: -4; TCR-CD3 inh: 9; GC-A act: 1; PRMT1 FP inh: -5; ABHD4 inh: -2; MBD2 inh: -1

How did COCCn1c(SCC(=O)Nc2ccc(C)cc2C)nc2c(oc3ccccc32)c1=O do in these assays?
UHRF1 MBD2 ctr: 5; HTRA1 inhibitor: 3; rCAG RNA binder: 2; NPR2 activator: 2; SIAE primary: -1; TCR-CD3 inh: -7; GC-A act: -1; PRMT1 FP inh: 0; ABHD4 inh: 3; MBD2 inh: 1

How did CCc1nc(SCC(=O)Nc2cccc(C(F)(F)F)c2)c2c(=O)n(C)c(=O)n(C)c2n1 do in these assays?
UHRF1 MBD2 ctr: 1; HTRA1 inhibitor: 3; rCAG RNA binder: 3; NPR2 activator: 3; SIAE primary: -4; TCR-CD3 inh: 11; GC-A act: 1; PRMT1 FP inh: -1; ABHD4 inh: -6; MBD2 inh: 1

What do the screens show for `Cc1ccccc1OC1=NS(=O)(=O)c2ccccc21`?
UHRF1 MBD2 ctr: -1; HTRA1 inhibitor: 10; rCAG RNA binder: 4; NPR2 activator: 0; SIAE primary: 4; TCR-CD3 inh: 1; GC-A act: 9; PRMT1 FP inh: 1; ABHD4 inh: -1; MBD2 inh: -1

How did COc1ccc(NC(=O)N(C)C[C@H]2Oc3ccc(NC(=O)Nc4c(C)noc4C)cc3C(=O)N([C@H](C)CO)C[C@@H]2C)cc1 do in these assays?
UHRF1 MBD2 ctr: 0; HTRA1 inhibitor: 3; rCAG RNA binder: 4; NPR2 activator: -3; SIAE primary: 3; TCR-CD3 inh: -2; GC-A act: 1; PRMT1 FP inh: 1; ABHD4 inh: 4; MBD2 inh: -2

How did COc1nc(N(C)C)nc(-n2nnc(C(C)=O)c2C)n1 do in these assays?
UHRF1 MBD2 ctr: 8; HTRA1 inhibitor: -1; rCAG RNA binder: 5; NPR2 activator: 8; SIAE primary: -6; TCR-CD3 inh: 1; GC-A act: 5; PRMT1 FP inh: 6; ABHD4 inh: -23; MBD2 inh: 9

What do the screens show for `Clc1ccccc1-c1nc(N/N=C/c2cccnc2)c2ccccc2n1`?
UHRF1 MBD2 ctr: -3; HTRA1 inhibitor: -29; rCAG RNA binder: -3; NPR2 activator: 3; SIAE primary: -12; TCR-CD3 inh: 2; GC-A act: 8; PRMT1 FP inh: -2; ABHD4 inh: -4; MBD2 inh: -4

How did O=C(O/N=C/C1=C(Cl)c2ccccc2CC1)c1ccc(F)cc1 do in these assays?
UHRF1 MBD2 ctr: 2; HTRA1 inhibitor: 2; rCAG RNA binder: 0; NPR2 activator: -12; SIAE primary: -3; TCR-CD3 inh: 7; GC-A act: -5; PRMT1 FP inh: -3; ABHD4 inh: 5; MBD2 inh: -4

How did N#Cc1cn(CC(=O)NCCc2c[nH]c3ccccc23)c2ccccc12 do in these assays?
UHRF1 MBD2 ctr: -1; HTRA1 inhibitor: -2; rCAG RNA binder: 6; NPR2 activator: -16; SIAE primary: 3; TCR-CD3 inh: 7; GC-A act: -11; PRMT1 FP inh: 0; ABHD4 inh: 1; MBD2 inh: -1

What do the screens show for `COc1ccc(NC(=O)CSc2nc(=O)n(CCN(C)C)c3c2CCCC3)cc1`?
UHRF1 MBD2 ctr: 0; HTRA1 inhibitor: 2; rCAG RNA binder: -7; NPR2 activator: -5; SIAE primary: 8; TCR-CD3 inh: -11; GC-A act: 0; PRMT1 FP inh: 0; ABHD4 inh: -3; MBD2 inh: 8

What do the screens show for `COc1cc2c(C(=O)NCc3ccccn3)cn(CC(C)C)c(=O)c2cc1OC`?
UHRF1 MBD2 ctr: 3; HTRA1 inhibitor: -4; rCAG RNA binder: -1; NPR2 activator: -1; SIAE primary: -3; TCR-CD3 inh: -1; GC-A act: -2; PRMT1 FP inh: 3; ABHD4 inh: 1; MBD2 inh: -1

How did NNC(=O)Cn1c(SCc2ccccc2)nc2ccccc21 do in these assays?
UHRF1 MBD2 ctr: -1; HTRA1 inhibitor: -3; rCAG RNA binder: 5; NPR2 activator: 5; SIAE primary: -5; TCR-CD3 inh: 4; GC-A act: 1; PRMT1 FP inh: -1; ABHD4 inh: -5; MBD2 inh: -1

What do the screens show for `Cc1cc(N2C(=O)NC(=O)CC2C)c(C)cc1C(C)C` (stereo unspecified)?
UHRF1 MBD2 ctr: -1; HTRA1 inhibitor: -1; rCAG RNA binder: -4; NPR2 activator: 0; SIAE primary: 9; TCR-CD3 inh: 8; GC-A act: 7; PRMT1 FP inh: 0; ABHD4 inh: 4; MBD2 inh: -7

Results for O=C(Cc1cccs1)NNC(=S)NCc1ccco1 ?
UHRF1 MBD2 ctr: -1; HTRA1 inhibitor: 1; rCAG RNA binder: 1; NPR2 activator: -3; SIAE primary: 6; TCR-CD3 inh: 3; GC-A act: 2; PRMT1 FP inh: 1; ABHD4 inh: 6; MBD2 inh: 1

Results for Fc1ccc(CSc2nnc(-c3ccccn3)o2)cc1 ?
UHRF1 MBD2 ctr: 1; HTRA1 inhibitor: 2; rCAG RNA binder: -1; NPR2 activator: 3; SIAE primary: 0; TCR-CD3 inh: -5; GC-A act: 0; PRMT1 FP inh: -2; ABHD4 inh: -5; MBD2 inh: -2

Results for O=C(OCc1cn(Cc2ccc(C(F)(F)F)cc2)nn1)N1CCCC1 ?
UHRF1 MBD2 ctr: 4; rCAG RNA binder: 2; NPR2 activator: 6; SIAE primary: 1; GC-A act: 5; PRMT1 FP inh: 2; ABHD4 inh: 5; MBD2 inh: -2

What do the screens show for `COc1ccc(Cc2nnc(NC(=O)Cn3cnc4c3c(=O)n(C)c(=O)n4C)s2)cc1OC`?
UHRF1 MBD2 ctr: 0; HTRA1 inhibitor: 1; rCAG RNA binder: 8; NPR2 activator: -1; SIAE primary: -3; TCR-CD3 inh: 7; GC-A act: 4; PRMT1 FP inh: -1; ABHD4 inh: 7; MBD2 inh: -7

What do the screens show for `COc1ccc(CNC(=O)Nc2ccc(OC)cc2)cc1`?
UHRF1 MBD2 ctr: 3; HTRA1 inhibitor: 1; rCAG RNA binder: 0; NPR2 activator: 2; SIAE primary: -6; TCR-CD3 inh: -15; GC-A act: -1; PRMT1 FP inh: 4; ABHD4 inh: -7; MBD2 inh: 8

Quoted at random: 4 entries already listed.
Results for O=C(Cc1cccs1)NNC(=S)NCc1ccco1 ?
UHRF1 MBD2 ctr: -1; HTRA1 inhibitor: 1; rCAG RNA binder: 1; NPR2 activator: -3; SIAE primary: 6; TCR-CD3 inh: 3; GC-A act: 2; PRMT1 FP inh: 1; ABHD4 inh: 6; MBD2 inh: 1

What do the screens show for `COc1ccc(CNC(=O)Nc2ccc(OC)cc2)cc1`?
UHRF1 MBD2 ctr: 3; HTRA1 inhibitor: 1; rCAG RNA binder: 0; NPR2 activator: 2; SIAE primary: -6; TCR-CD3 inh: -15; GC-A act: -1; PRMT1 FP inh: 4; ABHD4 inh: -7; MBD2 inh: 8

What do the screens show for `COc1ccc(NC(=O)CSc2nc(=O)n(CCN(C)C)c3c2CCCC3)cc1`?
UHRF1 MBD2 ctr: 0; HTRA1 inhibitor: 2; rCAG RNA binder: -7; NPR2 activator: -5; SIAE primary: 8; TCR-CD3 inh: -11; GC-A act: 0; PRMT1 FP inh: 0; ABHD4 inh: -3; MBD2 inh: 8

Results for O=C(OCc1cn(Cc2ccc(C(F)(F)F)cc2)nn1)N1CCCC1 ?
UHRF1 MBD2 ctr: 4; rCAG RNA binder: 2; NPR2 activator: 6; SIAE primary: 1; GC-A act: 5; PRMT1 FP inh: 2; ABHD4 inh: 5; MBD2 inh: -2

Further compounds follow.
How did COc1ccccc1NS(=O)(=O)c1cc(C(=O)N2CCCC2)ccc1C do in these assays?
UHRF1 MBD2 ctr: 1; HTRA1 inhibitor: 6; rCAG RNA binder: -2; NPR2 activator: 3; SIAE primary: -1; TCR-CD3 inh: -4; GC-A act: -2; PRMT1 FP inh: 0; ABHD4 inh: 2; MBD2 inh: -1

What do the screens show for `COC(=O)COc1ccc(S(=O)(=O)NC2CCCCCC2)cc1`?
UHRF1 MBD2 ctr: 6; HTRA1 inhibitor: -9; rCAG RNA binder: -6; NPR2 activator: 0; SIAE primary: -3; TCR-CD3 inh: -5; GC-A act: 1; PRMT1 FP inh: 3; ABHD4 inh: -6; MBD2 inh: 3

Results for COc1ccc(C)cc1NC(=O)CCS(=O)(=O)c1cc2c(cc1Cl)NC(=O)CO2 ?
UHRF1 MBD2 ctr: -1; HTRA1 inhibitor: 7; rCAG RNA binder: 2; NPR2 activator: 5; SIAE primary: 9; TCR-CD3 inh: 5; GC-A act: 3; PRMT1 FP inh: -3; ABHD4 inh: 5; MBD2 inh: 1

What do the screens show for `Cc1cccnc1NC(=O)CN1C(=O)NC(C)(c2ccc3ccccc3c2)C1=O` (stereo unspecified)?
UHRF1 MBD2 ctr: 0; HTRA1 inhibitor: 4; rCAG RNA binder: -5; NPR2 activator: 0; SIAE primary: -4; TCR-CD3 inh: 5; GC-A act: -3; PRMT1 FP inh: -3; ABHD4 inh: 2; MBD2 inh: -3

How did O=C(c1ccco1)N1CCN(C/C=C/c2ccccc2)CC1 do in these assays?
UHRF1 MBD2 ctr: 10; HTRA1 inhibitor: 8; rCAG RNA binder: -1; NPR2 activator: -9; SIAE primary: -5; TCR-CD3 inh: -7; GC-A act: 0; PRMT1 FP inh: 4; ABHD4 inh: -8; MBD2 inh: 8

What do the screens show for `O=C(NCC1CCN(C(=O)C(=O)c2cccs2)CC1)c1ccncc1`?
UHRF1 MBD2 ctr: 0; rCAG RNA binder: 2; NPR2 activator: 3; SIAE primary: 5; TCR-CD3 inh: 5; GC-A act: 0; PRMT1 FP inh: -5; ABHD4 inh: 0; MBD2 inh: -3

Bioassay records deposited in PubChem by several laboratories.
